High-throughput results as filed in PubChem.
EWS-Fli inh: EWS/Fli transcriptional activity inhibition; 350,000 tested, 0.67% active; inhibition, % at 12.6 µM; A673 NR0B1-luciferase reporter, viability-normalised;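 active = mean inhibition of at least 50% after viability correction, with every replicate also passing that limit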;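 also: firefly luciferase signal divided by Alamar Blue viability fluorescence both relative to DMSO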
PGC1a acetyl inh: PGC1a acetylation modulation, inhibitor mode. U2OS PGC1a acetylation, AlphaScreen anti-acetyl-lysine; with virally co-expressed GCN5 acetyltransferase. inhibition, % at 15.6 µM. 350,000 tested, 0.17% active. AID 651687;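 active = every replicate shows inhibition of at least 40%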;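 also: 0% = neutral control wells and 100% = positive control wells; some results beyond the cut were filed as inactive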
LGR2 antag: blocks bursicon-induced cAMP signaling via Drosophila LGR2. HEK293 LGR2, CRE-luciferase, bursicon-stimulated, 4 h. inhibition, % at 9.99 µM. 380,000 tested, 0.35% active. AID 720647;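 active = drop in luminescence signal, shown as inhibition above about 50% in the replicate tests, limit read from the data, passing the limit was not always enough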;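 also: agonist challenge used bursicon conditioned medium at about half maximal strength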
PglD inh: blocks C. jejuni PglD acetyltransferase activity | purified PglD enzyme, DTNB colorimetric CoA detection | AID 602405 | inhibition, % at 12.5 µM | 360,000 tested, 0.098% active; in the data active = inhibition above about 16%, passing the limit was not always enough; also: strong numbers were not always called active
S100A4 MyoIIA: inhibitors of human S100A4 binding to myosin IIA peptide; P26447; S100A4/TAMRA-MyoIIA peptide fluorescence polarization; inhibition, % at 10.7 µM; 360,000 tested, 0.14% active; AID 652163;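 active = mean inhibition of at least 70% across replicates, with every replicate also reaching that level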
Target sequence (P26447 whole entry, looked up): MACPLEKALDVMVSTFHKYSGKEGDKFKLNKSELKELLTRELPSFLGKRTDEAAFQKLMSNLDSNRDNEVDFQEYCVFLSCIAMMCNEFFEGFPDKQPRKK
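System – human S100A4 monomer protein, biochemical binding assay · Buffer or medium – Calcium-containing HEPES buffer, pH 7.2 · Timing – 5 min between mix addition and reading · Also added – TAMRA-labelled myosin IIA heavy-chain peptide probe, 5 nM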
ERAP1 HTS inh: inhibitors of human ERAP1 aminopeptidase | recombinant ERAP1, Leu-AMC fluorescence, 60 min | inhibition, % at 10.7 µM | 340,000 tested, 0.15% active | AID 652197;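 active = mean replicate inhibition of at least 30%, or all replicates individually reaching that 30% level; inactive = mean below 30% and not every replicate reaching it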;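 also: 0% = neutral control wells and 100% = L-leucinethiol positive control wells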
Target sequence (Q9NZ08 whole entry, looked up): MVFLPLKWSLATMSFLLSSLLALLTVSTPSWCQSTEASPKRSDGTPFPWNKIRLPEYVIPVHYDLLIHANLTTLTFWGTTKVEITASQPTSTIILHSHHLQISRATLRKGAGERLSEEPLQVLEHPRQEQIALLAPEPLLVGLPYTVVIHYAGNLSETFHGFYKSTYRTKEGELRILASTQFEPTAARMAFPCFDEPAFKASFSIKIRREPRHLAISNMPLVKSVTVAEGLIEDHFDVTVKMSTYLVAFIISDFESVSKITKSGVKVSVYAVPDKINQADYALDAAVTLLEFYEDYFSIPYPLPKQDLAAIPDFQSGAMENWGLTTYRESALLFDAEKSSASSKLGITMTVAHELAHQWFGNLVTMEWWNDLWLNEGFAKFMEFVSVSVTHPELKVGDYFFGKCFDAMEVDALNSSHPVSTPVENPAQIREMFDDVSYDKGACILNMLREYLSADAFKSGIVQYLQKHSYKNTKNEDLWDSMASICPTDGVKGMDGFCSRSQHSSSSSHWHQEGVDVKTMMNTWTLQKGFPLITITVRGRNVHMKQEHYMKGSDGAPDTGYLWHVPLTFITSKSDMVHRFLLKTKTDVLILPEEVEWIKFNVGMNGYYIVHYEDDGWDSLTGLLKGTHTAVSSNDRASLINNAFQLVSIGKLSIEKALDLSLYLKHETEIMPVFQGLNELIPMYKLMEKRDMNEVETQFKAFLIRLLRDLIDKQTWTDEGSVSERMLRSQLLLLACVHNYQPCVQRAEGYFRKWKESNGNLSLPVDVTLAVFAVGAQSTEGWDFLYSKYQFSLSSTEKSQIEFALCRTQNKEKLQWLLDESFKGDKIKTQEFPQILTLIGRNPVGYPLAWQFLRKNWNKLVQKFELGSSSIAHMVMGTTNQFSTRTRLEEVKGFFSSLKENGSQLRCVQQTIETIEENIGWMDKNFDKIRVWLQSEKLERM
FN deposition inh: fibronectin deposition inhibition; AH1F fibroblasts, Alexa488-fibronectin deposition fluorescence, overnight; inhibition, % at 12.6 µM; 350,000 tested, 0.086% active; AID 743247;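 active = mean inhibition across replicates of 30% or more, regardless of how many single replicates reach that level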;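 also: positive control wells lacked labelled fibronectin entirely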
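Material: AH1F fibroblasts assembling fluorescent fibronectin matrix; amount: 10000 AH1F cells/well; medium: DMEM, 2% serum; reagent: Alexa488-fibronectin, 24 nM final in well; dosing: single compound dose, delivered by pin transfer; incubation: 1 h adhesion, overnight exposure; detection: fluorescence after three HBSS washes, excitation 485 nm, emission 525 nm; measure: fibronectin deposition inhibition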
PAX8 reporter: inhibitors of PAX8 transcriptional activity in RMG-I cells | RMG-I TPO-luciferase reporter, SteadyGlo, 24 h | inhibition, % at 12.6 µM | 360,000 tested, 1.2% active | AID 652154;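 active = mean replicate inhibition at least 60% with every replicate also reaching 60%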;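 also: luciferase light reporting Pax8 driven TPO promoter activity; plate controls were median of neutral control wells for no effect and mitoxantrone controls for full effect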
An asterisk follows results filed as active; · = no result given.

Structure,ERAP1 HTS inh,PGC1a acetyl inh,PglD inh,FN deposition inh,PAX8 reporter,EWS-Fli inh,S100A4 MyoIIA,LGR2 antag
CC1CN(C(=O)c2ccc(COc3ccccc3Cl)o2)CC(C)O1 (centres undefined),0,3,-5,3,21,4,-2,7
COc1ccc(NC(=O)O[C@@H](c2ccc(OCCO)cc2)[C@@H](C)CCO)cc1,5,1,0,·,-6,-9,-1,·
Nc1ccc(C(=O)Nc2nccs2)cc1,-3,·,-1,-4,-138,-38,4,-18
Cn1nc(C(=O)NCC(=O)Nc2ccc(F)c(F)c2F)c2ccccc2c1=O,3,-4,-3,9,-12,-10,-7,-18
CC(=O)N(C)C[C@H]1Oc2cc(C#CC(C)C)ccc2S(=O)(=O)N([C@@H](C)CO)C[C@@H]1C,-7,14,8,-1,·,4,-1,-5
Cc1ccc(NC(=S)NCc2cccnc2)cc1,1,·,2,·,·,·,-2,16
CCCC#Cc1ccc([C@@H]2[C@H](CO)N3C(=O)CN(C(=O)Nc4ccccc4F)C[C@@H]23)cc1,-1,7,·,·,·,5,5,-3
CCCCN1C[C@H](Cc2ccccc2)[C@@H](CC(=O)NCc2ccc(OC)cc2)C1=O,1,-2,-1,-6,13,4,2,-2
CC(=O)c1cccc(Nc2nc(-c3ccccc3)cs2)c1,-2,-11,-5,-2,-133,-64,-4,-46
CCC(=O)N1CC2(C1)CN(C(=O)Nc1ccccc1F)[C@H](CO)c1c2c2ccc(OC)cc2n1C,-1,4,·,·,·,-8,12,-9
CN1C(=O)c2cc(NC(=O)c3cccs3)ccc2OC[C@@H]2O[C@@H](CC(=O)N3CCCCC3)CC[C@H]21,0,5,1,-18,-5,-4,-2,0
CC(C)NC(=O)N1C[C@@H]2[C@H](c3ccccc31)[C@H](CO)N2C(=O)c1ccc(F)cc1,-2,-6,2,·,-11,4,8,-5
Cc1c(C(=O)NCc2ccco2)oc2ccc(S(=O)(=O)N3CCC4(CC3)OCCO4)cc12,·,-4,-2,-3,21,·,·,·
O=[N+]([O-])c1ccc(N2CCN(S(=O)(=O)c3ccc(Cl)cc3)CC2)cc1NCc1cccnc1,1,-7,-1,6,35,·,0,5
Cc1[nH]c(=O)[nH]c(=O)c1S(=O)(=O)N1CCCC(C(=O)NCc2ccccc2Cl)C1 (centres undefined),·,8,7,7,-1,·,·,4
O=C(Nc1ccc(C(=O)N2CCCCC2)cc1)Nc1cccc(Cl)c1,-6,-14,0,-6,-43,·,0,-31
C[C@@H]1CN([C@@H](C)CO)C(=O)c2cc(NC(=O)Nc3ccc(F)cc3)ccc2O[C@H]1CN(C)CC1CCCCC1,0,·,-2,·,-5,1,-15,-9
COc1ccc(-c2ccc3n(c2=O)C[C@H]2[C@H](CO)[C@@H](C(=O)NCCN4CCCCC4)N(C)[C@@H]32)cc1,3,·,·,·,-9,-13,3,8
CCOc1ncccc1C(=O)OCC(=O)NCc1ccc2c(c1)OCO2,-3,7,·,5,0,-2,1,-14
COc1ccc(C(=O)Nc2ccc3c(c2)C(=O)N(C)C[C@H](OC)[C@H](C)CN(C)[C@H](C)CO3)cc1,0,4,-2,-5,-1,-2,5,2
CCCNC(=O)[C@@H]1[C@@H](CO)[C@@H]2Cn3c(ccc(C4=CCCC4)c3=O)[C@H]1N2CCC(F)(F)F,0,·,-1,·,-21,-8,8,9
O=C(NCCCN1CCCC1)c1ccc2c(c1)N(Cc1cccc(Cl)c1)C(=O)c1ccccc1S2=O (centres undefined),-1,-8,1,-5,8,·,-4,8
Cc1cc(C)n(C(=O)c2ccc(C)c(F)c2F)n1,·,11,4,3,15,·,·,13
Cc1ccc(S(=O)(=O)N2C[C@H](O)COC[C@@H]3O[C@H](CC(=O)NCCN4CCCCC4)CC[C@H]32)cc1,3,-5,-2,-4,-9,-8,4,-7

Quoted at random: 2 compounds from above, in no set order.
Structure,ERAP1 HTS inh,PGC1a acetyl inh,PglD inh,FN deposition inh,PAX8 reporter,EWS-Fli inh,S100A4 MyoIIA,LGR2 antag
CCCCN1C[C@H](Cc2ccccc2)[C@@H](CC(=O)NCc2ccc(OC)cc2)C1=O,1,-2,-1,-6,13,4,2,-2
CCCC#Cc1ccc([C@@H]2[C@H](CO)N3C(=O)CN(C(=O)Nc4ccccc4F)C[C@@H]23)cc1,-1,7,·,·,·,5,5,-3

Next section
Structure,ERAP1 HTS inh,PGC1a acetyl inh,PglD inh,FN deposition inh,PAX8 reporter,EWS-Fli inh,S100A4 MyoIIA,LGR2 antag
Cc1cc(Cl)c(S(=O)(=O)Nc2cc(S(=O)(=O)N3CCOCC3)ccc2F)cc1OCC(N)=O,11,11,·,9,-10,8,0,-18
C[C@H]1CN([C@@H](C)CO)C(=O)Cc2cc(NC(=O)CCCCCC(=O)Nc3ccccc3N)ccc2O[C@@H]1CN(C)Cc1ccc2c(c1)OCO2,0,5,1,·,0,18,2,9
O=C(Nc1ccccc1)Nc1ccccc1C(=O)NCCCN1CCOCC1,0,·,·,5,-9,-8,-5,-8
CCN(CC)CCN(C(=O)c1ccc(N2C(=O)CCC2=O)cc1)c1nc2cc3c(cc2s1)OCO3,-10,·,·,-2,-25,-9,2,0
O=C(Nc1ccc(F)cc1)N1C[C@H]2[C@@H](c3ccccc31)[C@@H](CO)N2Cc1ccccc1Cl,1,-13,-1,-8,6,-2,-6,10
COc1cc(CC(=O)Nc2ccc(N3CCOCC3)cc2)cc(OC)c1OC,1,-2,·,0,13,-5,6,·
CC(C)C[C@@H]1COc2cc(F)ccc2S(=O)(=O)N1,0,·,·,-2,-16,3,3,3
C[C@H]1CN([C@@H](C)CO)C(=O)Cc2cc(NS(=O)(=O)c3cccs3)ccc2O[C@H]1CN(C)C(=O)NC1CCCCC1,1,3,10,1,·,-5,-32,2
C[C@@H]1CN([C@H](C)CO)C(=O)c2cccc(NC(=O)c3nc4ccccc4s3)c2O[C@@H]1CN(C)S(=O)(=O)c1ccccc1,-1,7,-1,·,-16,0,-7,4
CCOc1ccc(/C=C/C(=O)c2ccccc2)cc1,-1,·,-2,-1,-147,-14,-19,6
CCC(CC)C(=O)Nc1nnc(S(=O)(=O)N2CCCCCC2)s1,2,-14,3,-5,3,0,0,-11
C[C@@H]1CN([C@H](C)CO)C(=O)c2cc(NC(=O)C3CCCCC3)ccc2O[C@@H](C)CCCCO[C@H]1CN(C)Cc1ccc(C(=O)O)cc1,-5,8,1,·,-6,-4,-8,-7
CCS(=O)(=O)Nc1ccc2c(c1)C(=O)N(C)C[C@H](OC)[C@@H](C)CN(C(=O)CN(C)C)[C@@H](C)CO2,1,-7,2,-15,·,-4,13,-16
COc1cccc(C2=NN(C(=O)CCCC(=O)O)C(c3cccs3)C2)c1 (centres undefined),2,-10,-13,17,12,-24,-1,-19
C[C@@H]1CN([C@@H](C)CO)C(=O)Cc2cc(NS(=O)(=O)c3cn(C)cn3)ccc2O[C@@H]1CN(C)S(C)(=O)=O,2,-3,0,·,-3,-4,-6,-26
COc1ccc(CN2[C@@H]3CN(C(=O)C4CC4)c4ccccc4[C@@H]3[C@@H]2CO)cc1,2,-5,3,·,1,-3,-2,13
CCOC(=O)/C(=C\c1ccccc1)NC(=O)c1ccccc1,·,·,·,2,-18,7,-3,-20
COc1ccc(NC(=O)Nc2ccc3c(c2)C(=O)N([C@H](C)CO)C[C@H](C)[C@H](CN(C)CC2CCCCC2)OCCCC[C@@H](C)O3)cc1,3,-7,-3,·,-8,1,-12,18
O=C(COc1ccc(CNC[C@H]2O[C@@H](n3ccc(=O)[nH]c3=O)[C@H](O)[C@@H]2O)cc1)Nc1nccs1,-2,5,-1,-1,-1,-3,-9,6
CC(C)C(C)NC(=O)CN1C(=O)NC2(CCCCCC2)C1=O (centres undefined),0,·,·,24,0,-6,-2,3
COc1ccc(C(=O)NCCCNC(=O)c2cnccn2)cc1Br,3,-18,0,2,8,1,-7,4
COc1ccc(/C=N/NC(=O)c2ccccc2O)cc1CSc1ccccn1,·,·,·,2,-4,-4,·,-1
O=C(C[C@@H]1C[C@H]2c3cc(NC(=O)c4ccc5c(c4)OCO5)ccc3O[C@H]2[C@H](CO)O1)NCc1ccc(Cl)cc1,3,-2,3,-8,-16,1,-1,2
CCOC(=O)c1ccc(NC(=S)NCCC2=CCCCC2)cc1,·,-6,6,·,-7,·,·,-1
Nc1cc(C(=O)N/N=C/c2cccc([N+](=O)[O-])c2)n[nH]c1=O,·,-8,8,-5,-5,-3,-4,-11
OCC(CO)(CO)NC(=S)Nc1cc(Cl)cc(Cl)c1,2,7,·,11,-3,12,-3,-24
CCN(CC)CCCNC(=O)CNC(=O)c1nn(-c2ccc(OC)cc2)c(=O)c2ccccc12,-2,-2,·,·,6,4,4,1
CN(C)C(=O)/C(=C/c1ccc(-c2cccc([N+](=O)[O-])c2)o1)NC(=O)c1ccccc1,-1,-3,-11,9,2,-3,-1,11
Cc1cc([N+](=O)[O-])cc2c1NC(=O)C2(O)N1CCCC(C)C1 (centres undefined),5,·,·,4,-16,19,1,5
Cc1cc(C)c2c(-n3cccc3)c(C(=O)NNS(=O)(=O)c3ccccc3)sc2n1,·,-173,-6,-14,13,·,·,·
O=C(O)/C=C/C(=O)N1CCN(C(=O)/C=C/C(=O)O)CC1,-1,-3,5,11,19,7,-1,7
COc1ncccc1-c1nnn(-c2ccc(Cl)c(Cl)c2)n1,1,·,0,5,-186,-140,4,-73
CC(=O)N1CCN(c2ccc(NCc3cccc4ccccc34)cc2)CC1,-4,14,-4,10,-29,17,-5,2
C[C@H](CO)N1C[C@H](C)[C@@H](CN(C)CC2CCCC2)Oc2ncc(-c3ccc(F)cc3)cc2C1=O,0,-1,1,-8,·,4,0,9
CC1CCCN(C(=O)c2cc3c(-c4ccc(Cl)cc4)nn(C)c3s2)C1 (centres undefined),0,-2,4,0,31,24,-1,3
CO[C@H]1CN(C)C(=O)c2cc(NC(=O)C3CC3)ccc2OC[C@H](C)N(Cc2ccc(F)cc2)C[C@@H]1C,2,·,4,-11,2,2,-6,-1
CC(C)CC(=O)Nc1ccccc1N1CCCC1,0,·,·,6,-1,0,-8,-1
CC1CCCC(C)N1/N=C/c1ccccc1F (centres undefined),0,-1,1,0,-27,-10,-3,1
COC(=O)c1cc(=O)n(Cc2ccc(OC)c(OC)c2)c(=Nc2ccc(F)cc2)s1,4,12,-3,-3,41,3,-1,62*
COc1ccc(CN(C)C[C@@H]2Oc3ccc(NC(=O)C4CCCCC4)cc3C(=O)N([C@H](C)CO)C[C@@H]2C)cc1,1,-3,24,·,-20,-7,-3,-26
O=C(c1cc(-c2ccc(F)cc2)nc2ccccc12)N1CCC1,3,·,·,3,-17,-12,0,-33
COc1cc(C(C)=O)ccc1OCC(O)CN1CCN(c2ccccc2)CC1 (centres undefined),-6,-5,-3,-4,5,10,0,-10
CN(C)CCN(C)C1CN(Cc2ccc([N+](=O)[O-])cc2)S(=O)(=O)C1 (centres undefined),1,·,3,-10,2,0,-11,6
COCC(=O)Nc1ccc2c(c1)[C@H]1C[C@H](CC(=O)NCc3ccccn3)O[C@@H](CO)[C@H]1O2,3,-2,3,13,-17,-8,4,-4
O=C(O)C1CCC(Cn2c(SCc3cc(=O)n4cc(Cl)ccc4n3)nc3ccsc3c2=O)CC1 (centres undefined),-16,·,·,6,4,7,10,·
O=C(C[C@H]1CC[C@@H]2[C@H](COC[C@H](O)CN2S(=O)(=O)c2ccccc2F)O1)NCc1ccccc1F,0,4,-2,-5,-17,2,9,17

Rows are unselected; any-hit rate near 2.1%.
